MCL1 BIM primary: disrupts human MCL1 binding to BIM-BH3 peptide. 320,000 compounds, 0.68% hits. AID 2057. Q07820. inhibition, % at 10.9 µM. GST-MCL1 / FITC-Bim-BH3 fluorescence polarization;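 active = inhibition above the mean inhibition of all tested compounds plus 3 SD, set per campaign, cut at about 40% in these data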;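 note: 0% = DMSO wells and 100% = unlabeled Bim-BH3 peptide control; higher means more loss of mP so more displacement of Bim peptide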
Target sequence (Q07820 whole entry, looked up): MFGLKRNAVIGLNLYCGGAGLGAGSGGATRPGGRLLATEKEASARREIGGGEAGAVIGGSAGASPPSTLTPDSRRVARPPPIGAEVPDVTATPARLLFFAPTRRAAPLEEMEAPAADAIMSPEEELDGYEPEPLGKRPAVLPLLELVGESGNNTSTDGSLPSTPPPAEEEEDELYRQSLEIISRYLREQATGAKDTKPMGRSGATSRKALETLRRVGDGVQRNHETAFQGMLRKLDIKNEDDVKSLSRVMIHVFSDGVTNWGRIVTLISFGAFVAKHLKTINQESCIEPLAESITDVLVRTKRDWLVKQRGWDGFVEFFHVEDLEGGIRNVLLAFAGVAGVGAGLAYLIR
PAFAH1B2 inh: blocks human PAF acetylhydrolase 1b catalytic subunit 2; 340,000 compounds, 1.2% hits; recombinant PAFAH1B2, FP-rhodamine activity probe, fluorescence polarization; AID 492953; P68402; inhibition, % at 3.39 µM;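 active = inhibition above the mean of all tested compounds plus 3 SD, cut at about 24% in these data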;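 note: 0% = enzyme with DMSO and 100% = wells lacking PAFAH1B2; many of its hits are not listed in these tables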
BCLXL inh: blocks human Bcl-xL binding to Bim BH3 peptide | GST-Bcl-xL / FITC-Bim BH3 peptide fluorescence polarization | 320,000 compounds, 0.7% hits | Q07817 | AID 2129 | inhibition, % at 10.9 µM;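 active = inhibition above the mean of all tested compounds plus 3 SD, cutoff set per campaign, cut at about 30% in these data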;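 note: 0% = DMSO wells and 100% = unlabeled Bim-BH3 peptide competitor; inhibitors lower millipolarization by displacing the labeled peptide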
Target sequence (Q07817 whole entry, looked up): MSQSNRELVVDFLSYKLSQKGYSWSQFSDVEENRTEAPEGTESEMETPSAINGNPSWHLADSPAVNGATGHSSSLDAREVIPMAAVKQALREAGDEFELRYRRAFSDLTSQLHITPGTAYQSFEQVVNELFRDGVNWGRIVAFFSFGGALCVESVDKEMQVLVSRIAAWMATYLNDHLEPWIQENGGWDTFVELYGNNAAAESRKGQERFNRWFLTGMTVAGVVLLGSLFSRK
AHR act: activators of human aryl hydrocarbon receptor. AHR-responsive luciferase reporter cells, luminescence. activation, % at 5 µM. 320,000 compounds, 2.5% hits. AID 2796; in the data active = activation above about 47%;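 note: 0% = vehicle wells and 100% = reference agonist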
Fam108B inh: Fam108B inhibition, counter-screen for RBBP9 inhibitors; recombinant Fam108B, FP-Rh probe fluorescence polarization; inhibition, % at 9.51 µM; 300,000 compounds, 0.33% hits;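 active = inhibition above the screen mean inhibition plus 3 SD, computed separately per campaign, cut at about 18% in these data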;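 note: inhibitors lower polarization as less probe binds the enzyme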
GLD-1 RNA inh: GLD-1-TGE RNA interaction inhibition (C. elegans) | 320,000 compounds, 0.44% hits | purified GLD-1 + fluorescein TGE RNA, fluorescence polarization | Q17339 | inhibition, % at 5.96 µM | AID 2280;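 active = percent inhibition above a per-plate cutoff, the plate mean of test compounds plus 3 SD, cut at about 30% in these data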;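 note: 0% = DMSO wells with GLD-1 and probe and 100% = wells lacking GLD-1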
Target sequence (Q17339 whole entry, looked up): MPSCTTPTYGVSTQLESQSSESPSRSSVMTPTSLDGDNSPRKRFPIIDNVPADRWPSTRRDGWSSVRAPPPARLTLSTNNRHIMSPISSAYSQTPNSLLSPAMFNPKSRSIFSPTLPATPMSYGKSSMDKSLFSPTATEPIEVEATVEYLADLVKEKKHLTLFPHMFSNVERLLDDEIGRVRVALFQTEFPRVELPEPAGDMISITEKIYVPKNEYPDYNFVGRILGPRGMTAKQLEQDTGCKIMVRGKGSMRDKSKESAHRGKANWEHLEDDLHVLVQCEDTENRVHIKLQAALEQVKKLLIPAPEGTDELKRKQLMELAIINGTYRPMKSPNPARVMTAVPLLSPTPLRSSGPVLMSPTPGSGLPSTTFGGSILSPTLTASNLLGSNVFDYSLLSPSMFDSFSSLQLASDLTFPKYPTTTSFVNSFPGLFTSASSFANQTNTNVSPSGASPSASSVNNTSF
pPAFAH inh: pPAFAH (human) enzyme inhibition. Q13093. recombinant pPAFAH, FP-rhodamine probe fluorescence polarization. inhibition, % at 3.39 µM. 330,000 compounds, 1.5% hits. AID 463082;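 active = inhibition above the mean inhibition across the screen plus 3 SD, cut at about 25% in these data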;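 note: inhibitors block binding of the rhodamine activity-based probe so polarization drops; 0% = enzyme with DMSO and 100% = wells lacking pPAFAH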
PME-1 inh: PME-1 (human) inhibition; Q9Y570; AID 2130; inhibition, % at 5.9 µM; recombinant PME-1, FP-Rh probe fluorescence polarization; 320,000 compounds, 0.53% hits;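 active = inhibition above the campaign mean of all compounds plus 3 SD, cut at about 26% in these data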;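 note: competitive labeling of PME-1 active site by serine hydrolase directed probe; 0% = PME-1 with DMSO and 100% = wells lacking PME-1 enzyme; inhibitors block probe labeling so polarization falls and inhibition rises; many of its hits are not listed in these tables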
MEX-5 binding: C. elegans MEX-5 TCR-2 RNA binding activity; AID 1832; MEX-5/FITC-TCR2 RNA binding, fluorescence polarization; active compounds read low; activity score (negative = inhibition of binding), % at 10 µM; 300,000 compounds, 0.38% hits; Q9XUB2;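 active = inhibition past about -25% in most replicates, and total fluorescence under double the plate's negative control median, limit read from the data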;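 note: 0% = DMSO and -100% = 5 µM competing unlabeled TCR2 RNA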
* hit, by the source's call; . = not tested or not shown.

smiles	MCL1 BIM primary	PAFAH1B2 inh	BCLXL inh	AHR act	Fam108B inh	GLD-1 RNA inh	pPAFAH inh	PME-1 inh	MEX-5 binding
c1ccc(-n2ncc3c2ncn2nc(-c4ccco4)nc32)cc1	0	-3	3	26	-5	-4	9	-4	0.6
Cc1nn(C)c(C)c1/C=N/O	2	5	5	0	2	-2	-2	3	-2.5
CCN(CCNC(=O)CCCn1nc(C)n2c(cc3sccc32)c1=O)c1ccccc1	0	0	4	12	-5	-5	2	-3	0.3
COc1ccc(NC(=O)c2cccc(S(=O)(=O)NCc3ccco3)c2)c(OC)c1	2	9	-2	3	1	1	6	4	-0.5
CN(c1ccc(C(=O)NC2CC2)cc1)S(=O)(=O)c1ccccc1	0	1	0	14	2	-4	5	-3	1.4
NC(=O)COc1ccc(/C=N\NC(=O)c2ccc(-c3ccccc3)cc2)cc1	-18	-5	-5	2	-5	-1	4	7	1.3
COc1cc(C)ccc1OCCCCOc1ccccc1C(C)=O	9	4	2	30	3	4	7	-7	0.6
COc1ccc2nc3c(cc2c1)c(NC(=O)c1cccs1)nn3CC(C)C	4	1	10	30	-5	6	8	-2	.
COc1ccc(/C=C2\CCc3ccccc3C2=O)cc1OC	10	5	7	5	-1	11	12	7	-0.6
CCN(CC)C(=O)Nc1ccc(Br)cc1	1	-1	1	1	4	-2	7	0	0.0
CCNc1nc(NCC)n2c(SCC(=O)Nc3ccccc3Cl)nnc2n1	3	6	0	1	-1	2	8	-2	1.1
CCOC(=O)C1(Cc2cccc(Cl)c2)CCCN(C(=O)CCN2CCCC2=O)C1 (stereo unspecified)	2	13	2	0	5	3	-1	1	-0.5
O=C(O)c1cccc(NC(=S)NC(=O)c2ccc3ccccc3c2)c1	11	0	5	-6	-1	-5	-1	-5	-1.9
N#CC1=C(N)Nc2ncnn2C1c1ccccc1 (stereo unspecified)	6	.	3	4	-1	2	-3	-1	-1.1
Cn1c(CC(=O)Nc2ccc(Cl)c(Cl)c2)nnc1SCC(=O)Nc1nccs1	-6	2	0	4	-23	2	7	-2	0.0
CC(/C=N/NC(=O)Cc1cccs1)=C\c1ccco1	3	2	6	-2	0	-4	4	5	1.3
CN(CC1CCCN(CCc2ccc(Cl)cc2)C1)C(=O)c1ccc2nc[nH]c2c1 (stereo unspecified)	13	-8	6	-2	-1	-2	-3	3	0.6
O=C(NCc1cc(F)ccc1F)C1CCC(=O)N(C2CCCCCC2)C1 (stereo unspecified)	-2	1	-3	5	-2	5	4	4	.
O=C(Nc1ccc(Cl)cc1)N1CCC(c2ccccc2)C1 (stereo unspecified)	1	9	0	-2	2	5	-6	-3	-0.3
CCN(C(=O)c1cccnc1SC)C12CC3CC(CC(C3)C1)C2	3	19	5	-4	2	9	3	2	-0.3
COc1cc(NC(=O)COC(=O)CNC(=O)c2ccc(Cl)cc2)c(C)cc1[N+](=O)[O-]	7	10	2	20	2	-2	6	-2	2.4
O=C(NCCCN1CCC(Cc2ccccc2)CC1)C1CC(=O)N(C2CCCCCC2)C1 (stereo unspecified)	1	0	2	-3	3	8	-2	5	1.7
Cn1c(N)nc2ccccc2c1=O	4	.	6	-1	-2	5	-2	-7	0.6
Cc1ccc(NC(=O)CNCc2ccc(Cl)cc2Cl)cc1S(=O)(=O)N(C)C	5	6	3	0	0	8	6	3	-1.9
O=C(CCS(=O)(=O)c1ccccc1)N(CCCN1CCOCC1)c1nc2ccccc2s1	5	7	-3	7	1	10	2	-1	3.4
COc1ccc(-c2nnc(-c3cc(OC)c(OC)c(OC)c3)o2)cc1OC	-7	6	-2	9	2	3	2	0	0.8
Cc1ccc(OCCC(=O)OCC(=O)NCCc2ccc(Cl)cc2)cc1	-6	16	5	-1	0	7	18	-2	0.5
O=C(O)C(=O)/C(=C\c1ccsc1)c1ccc2ccccc2n1	-10	4	-2	77*	-1	3	6	-3	-48*
CCN(Cc1ccccc1)C(=O)COC(=O)c1cc(=O)[nH]c2ccccc12	1	0	-1	3	1	7	4	3	1.2
CNc1nc(N)c(C(=O)Nc2cc(C)on2)s1	3	5	3	37	-2	0	1	2	0.7
Cc1cc(NC(=O)c2cc(-c3ccc(C)c(C)c3)nc3ccccc23)no1	3	-7	1	58*	-7	-3	-1	-17	0.6
CCOc1cc(C(=O)NCC2CCCO2)cc(OCC)c1OCC (stereo unspecified)	2	2	-1	-1	-2	0	9	-3	-0.2
CCCCC(=O)Nc1nnc(-c2ccc(OC)cc2)s1	1	7	2	13	1	5	1	8	-0.9
c1ccc(Oc2ncnc3sccc23)cc1	6	0	0	0	8	8	-4	4	-0.8
COc1ccc(Cc2nc3ccc(S(=O)(=O)N4CCOCC4)cc3[nH]2)cc1	-5	7	-2	2	1	5	0	3	0.1
OC1(c2ccc(F)cc2)CCN(Cc2ccccc2)C1 (stereo unspecified)	4	0	0	-1	3	5	8	-5	1.9
COc1ccc(C(=O)c2sc(NC(C)C)nc2N)cc1OC	3	3	-4	43	-4	5	1	-4	.
O=C(C1CCCN(S(=O)(=O)c2cc(Cl)ccc2Cl)C1)N1CCCCCC1 (stereo unspecified)	-1	10	2	1	0	0	2	14	1.2
CC(C)OCCCNc1ncc2c(n1)CC(c1ccc(N(C)C)cc1)CC2=O (stereo unspecified)	-10	-1	-13	10	-6	-7	-7	-3	2.1
Cc1ccc(C23OCCN2CCn2nc4ccccc4c23)cc1 (stereo unspecified)	-2	4	1	3	.	5	-1	-1	.
CCCCNc1ccc(C(CC(N)=O)NC(=O)c2ccccc2)cc1[N+](=O)[O-] (stereo unspecified)	19	6	8	10	-1	-4	3	-2	-5.5
CC(=O)NC(Cc1ccc(F)cc1)C(=O)N1CCN(C(=O)NCc2ccccc2)CC1 (stereo unspecified)	2	2	-1	-3	-1	3	6	-5	-3.7
Clc1ncc(Cn2cccn2)s1	0	0	2	-1	4	-1	1	-1	0.6
COc1ccc(C(CNC(=O)c2cccc(S(=O)(=O)N3CCCC3)c2)N2CCCC2)cc1 (stereo unspecified)	6	4	3	1	.	-3	2	6	.
COc1ccc(-c2cc(C)no2)cc1S(=O)(=O)N1CCOc2ccccc21	2	2	9	4	-2	6	2	8	2.3
OCC1(CCc2ccccc2)CCCN(CCCc2ccccc2)C1 (stereo unspecified)	10	0	-2	6	-4	0	7	-6	1.7
c1ccc(C2OCC3(CO2)COC(c2ccccc2)OC3)cc1 (stereo unspecified)	9	6	5	-4	-2	-2	2	-2	1.0
ON=Cc1cccn1-c1ccccc1	-3	6	4	-3	2	3	3	3	-1.3
CCOCCCN(C(=O)CNC(=O)c1ccco1)C(C(=O)NC1CCCC1)c1cccc(OC)c1 (stereo unspecified)	-1	2	0	1	0	-1	2	-3	1.1
CCOC(=O)C1=C(c2ccccc2)NC(=O)NC1c1cc(OC)c(OC)c(OC)c1 (stereo unspecified)	4	4	0	-1	.	9	-3	2	.
CNC(=O)COC(=O)Cc1ccc(Cl)cc1	-2	3	-2	0	2	0	1	-3	2.3
COc1ccc(OC)c(NC(=O)Cn2c(=O)n(CC(=O)NCc3ccco3)c(=O)c3ccccc32)c1	2	-7	0	8	-2	2	2	3	0.2
Cc1nc(Cl)sc1C(=O)Nc1cccc2ccccc12	1	0	0	0	5	-1	-1	-1	-0.5
COCCNC(=O)c1ccccc1NC(=O)c1cc(OC)cc(OC)c1	-7	7	1	26	-2	5	-5	2	-0.9
Cc1cc(=O)[nH]c(Nc2ccccc2C)n1	12	7	0	3	4	0	1	-1	-2.1
COc1ccc(NC(=O)CC2SC(=N)N(c3ccccc3)C2=O)c(OC)c1 (stereo unspecified)	6	4	2	1	7	1	1	3	0.9
CCOc1ccccc1NC(=O)Nc1ccc(Br)cc1C	1	5	3	12	1	2	5	2	-3.1
CCOc1ccccc1NC(=O)CSc1nc(=O)n(Cc2ccccn2)c2c1CCC2	7	3	9	0	1	1	-1	4	1.1
CC(C(=O)NC1CC(C)(C)NC(C)(C)C1)c1ccc([N+](=O)[O-])cc1 (stereo unspecified)	7	7	4	-2	3	-15	5	-1	-0.1
N#Cc1c(-c2ccc(F)cc2)cc(-c2cccs2)nc1SCC(=O)O	14	3	6	1	4	-4	3	-10	0.0

Given as labelled records: entries from further up
COc1ccc(-c2cc(C)no2)cc1S(=O)(=O)N1CCOc2ccccc21
  MCL1 BIM primary: 2
  PAFAH1B2 inh: 2
  BCLXL inh: 9
  AHR act: 4
  Fam108B inh: -2
  GLD-1 RNA inh: 6
  pPAFAH inh: 2
  PME-1 inh: 8
  MEX-5 binding: 2.3

OCC1(CCc2ccccc2)CCCN(CCCc2ccccc2)C1 (stereo unspecified)
  MCL1 BIM primary: 10
  PAFAH1B2 inh: 0
  BCLXL inh: -2
  AHR act: 6
  Fam108B inh: -4
  GLD-1 RNA inh: 0
  pPAFAH inh: 7
  PME-1 inh: -6
  MEX-5 binding: 1.7

The listing continues.
smiles	MCL1 BIM primary	PAFAH1B2 inh	BCLXL inh	AHR act	Fam108B inh	GLD-1 RNA inh	pPAFAH inh	PME-1 inh	MEX-5 binding
COc1ccc(C)cc1S(=O)(=O)NCC(c1ccc2c(c1)OCO2)N1CCOCC1 (stereo unspecified)	3	-1	6	1	-2	5	7	4	-0.8
Cc1nc(N(C)Cc2ccccc2)c2c(C)c(C)sc2n1	4	4	4	3	-3	-6	8	-2	0.6
CCCCCNC(=O)c1ccccc1SC	2	6	2	3	1	5	0	-2	2.7
COc1ccc(NC(=O)Cc2c(F)c(F)c(F)c(F)c2F)cc1OC	10	2	-1	4	-1	5	-5	-4	1.2
O=C(O)c1ccc2ncc(NC(=O)c3ccc(F)cc3)c(=O)n2c1	8	-2	6	1	-1	4	-2	-4	-0.1
Cc1cc(C(=O)NC2CCCN(Cc3ccc(Cl)cc3)C2)c(C)o1 (stereo unspecified)	3	0	4	3	0	3	-5	-1	2.1
COc1ccc(CC(=O)Nc2ccccc2N2CCCCC2)cc1OC	4	.	3	0	0	8	6	-1	1.9
O=C(NCCC1=CCCCC1)C(=O)NCc1ccncc1	68*	3	73*	1	0	47*	4	1	0.6
COc1cccc(NC(=O)c2nn(-c3ccc(OC)cc3OC)c(=O)c3ccccc23)c1	11	1	0	-2	5	-3	2	-3	1.8
O=C(CN(Cc1ccco1)C(=O)CNS(=O)(=O)c1ccc(F)cc1)NCc1ccco1	0	4	6	2	-2	1	4	-2	1.1
COc1ccccc1N1CCN(CCCCOc2ccc(F)cc2)CC1	-1	0	-3	2	-2	-3	5	1	.
COc1ccc(S(=O)(=O)NC2CCCC2)cc1Br	8	5	1	2	-2	-2	3	3	0.0
NC(=O)COC(=O)c1cc(S(=O)(=O)N2CCOCC2)ccc1N1CCCCC1	6	-1	8	6	-4	6	6	4	-0.5
CCN(CC(=O)NCc1cccs1)C(=O)/C=C/c1cc(OC)ccc1OC	4	0	7	2	.	-6	4	3	.
O=C(O)/C=C/c1ccc(O)c(O)c1	-2	8	6	-1	-4	-3	3	-2	-7.9
CCN1CCN(Cc2c(C)[nH]c3ccc(OC)cc3c2=O)CC1	4	3	1	0	1	-1	0	-6	-2.9
C/C=C/c1ccc(OCC(=O)NCc2ccccc2OC)c(OC)c1	-1	6	2	34	1	0	8	4	1.9
Cc1ccc(-c2noc(CSc3nnc(Cc4ccccc4)n3-c3cccc(C)c3)n2)cc1	0	-1	-3	1	-4	4	7	4	2.5

Screening data (PubChem)

A portion of the library (hit frequency here may not be typical).
